PREPL inh – human PREPL enzyme inhibition | Q4J6C6 | recombinant PREPL, fluorescence polarization activity-based probe | inhibition, % at 5.96 µM | actives 0.68% (n = 320,000); in the data active = inhibition above about 43%;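 note: 0% = enzyme with DMSO and 100% = wells lacking enzyme; many of its hits are not listed in these tables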
CTSL1 counter – cathepsin L1 inhibition, PFM18AAP counter-screen | AID 1906 | actives 0.49% (n = 300,000) | recombinant F. hepatica cathepsin L1, Z-Leu-Arg-MCA fluorescence | inhibition, % at 5.96 µM;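 active = inhibition above the mean of all tested compounds plus 3 SD, set per screening campaign, cut at about 17% in these data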;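 note: 0% = plate median of test compound wells and 100% = 1 µM Z-Phe-Ala-diazomethylketone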
GASC-1 inh – blocks human GASC-1 demethylase activity; Q9H3R0; GST-JMJD2C(1-420) H3K9me3 demethylation, DELFIA europium; inhibition, % at 2.35 µM; actives 0.069% (n = 330,000);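 active = more than half of a compound's replicate wells show inhibition beyond 50%, single wells judged on their own value; inconclusive = some, but no more than half, of replicates pass 50% inhibition; inactive = no replicate passes 50% inhibition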;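 note: signal counts dimethyl H3K9 product captured on neutravidin plate; 0% = median of DMSO wells and 100% = 0.3 times that DMSO median; strong numbers were not always called active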
Target sequence (Q9H3R0 1-420 limits assumed): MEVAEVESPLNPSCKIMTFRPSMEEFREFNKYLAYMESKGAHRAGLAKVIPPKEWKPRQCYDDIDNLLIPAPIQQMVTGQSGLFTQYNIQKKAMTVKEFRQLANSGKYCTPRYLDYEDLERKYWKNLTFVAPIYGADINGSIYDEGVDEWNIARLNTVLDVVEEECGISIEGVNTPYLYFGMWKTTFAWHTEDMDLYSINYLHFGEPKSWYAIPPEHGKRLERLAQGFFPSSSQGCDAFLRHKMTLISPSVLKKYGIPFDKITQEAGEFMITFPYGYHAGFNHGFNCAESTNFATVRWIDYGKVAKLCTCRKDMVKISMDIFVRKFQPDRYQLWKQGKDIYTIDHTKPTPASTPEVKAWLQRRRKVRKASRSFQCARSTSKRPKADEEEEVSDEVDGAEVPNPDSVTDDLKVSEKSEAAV
LYPLA2 inh – blocks human lysophospholipase 2, a PME1 counter-screen; O95372; recombinant LYPLA2, FP-Rh probe fluorescence polarization; inhibition, % at 5.9 µM; actives 0.38% (n = 320,000); AID 2177;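 active = inhibition above the screen-wide mean plus 3 SD, limit set per campaign, cut at about 26% in these data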;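 note: 0% = LYPLA2 with DMSO and 100% = wells lacking LYPLA2 enzyme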
Target sequence (O95372 whole entry, looked up): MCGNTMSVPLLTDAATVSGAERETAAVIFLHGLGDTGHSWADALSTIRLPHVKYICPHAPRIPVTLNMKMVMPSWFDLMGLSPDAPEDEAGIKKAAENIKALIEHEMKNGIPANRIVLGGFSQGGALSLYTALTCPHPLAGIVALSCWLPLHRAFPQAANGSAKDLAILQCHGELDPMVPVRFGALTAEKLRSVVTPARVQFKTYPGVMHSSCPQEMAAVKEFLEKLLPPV
PP5 primary – PP5 (human) phosphatase inhibition | purified PP5c, OMFP substrate fluorescence | inhibition, % at 6.7 µM | actives 0.18% (n = 320,000);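 active = inhibition above the campaign's mean inhibition across all tested compounds plus 3 SD, cut at about 9.5% in these data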;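 note: 0% = DMSO only and 100% = 100 µM cantharidin control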
PP1 inh – PP1-alpha (human) inhibition in PP5 counter-screen; purified PP1alpha, OMFP fluorescence; inhibition, % at 6.7 µM; P62136; actives 0.9% (n = 320,000);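 active = inhibition above the mean inhibition of all tested compounds plus 3 SD, computed separately for each screening campaign, cut at about 15% in these data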
Target sequence (P62136 whole entry, looked up): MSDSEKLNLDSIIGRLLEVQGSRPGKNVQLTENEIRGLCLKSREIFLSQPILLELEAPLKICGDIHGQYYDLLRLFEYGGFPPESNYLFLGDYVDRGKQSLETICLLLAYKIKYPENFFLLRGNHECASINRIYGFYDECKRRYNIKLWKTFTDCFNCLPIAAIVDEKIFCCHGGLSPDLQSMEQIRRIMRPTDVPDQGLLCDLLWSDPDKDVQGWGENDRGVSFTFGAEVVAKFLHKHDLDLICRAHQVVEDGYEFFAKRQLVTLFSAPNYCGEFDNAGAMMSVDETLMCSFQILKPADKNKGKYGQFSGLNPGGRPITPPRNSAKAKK
core dimer inh – HCV core protein dimerization inhibition; TR-FRET GST/Flag-core106 dimerization, 1536-well; actives 0.33% (n = 300,000); inhibition, % at 5 µM;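 active = inhibition above the mean of all tested compounds plus 3 SD, set per screening campaign, cut at about 45% in these data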
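Assay system: tagged HCV core106 pair (GST and Flag); medium: KF-containing HEPES buffer, pH 7.45, DTT, CHAPS, BSA; also added: Eu donor and XL665 acceptor anti-tag antibodies; dosing: 5 µM single dose; timing: compound-protein-antibody incubation 4 h at 22.5 °C; signal: TR-FRET 671 and 617 nm emission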
TPT1 inh – inhibitors of Candida albicans tRNA 2'-phosphotransferase TPT1; recombinant caTPT1, FP RNA substrate dephosphorylation; inhibition, % at 5 µM; actives 0.81% (n = 300,000); AID 1962;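 active = inhibition above the mean of all tested compounds plus 3 SD, set per screening campaign, cut at about 24% in these data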;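 note: plate controls were DMSO alone for no effect and ferristatin control at 100 nM for full effect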
Efflux pump inh – blocks antifungal efflux pumps in multiplex yeast assay; S. cerevisiae Candida pump triplex, Nile Red efflux; inhibition, % at 10 µM; actives 0.44% (n = 330,000); AID 485275;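 active = plate passing quality check with inhibition over a set limit, or well fluorescence over plate mean plus 4 SD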;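 note: Nile Red retained in pooled yeast measured as flow cytometry median fluorescence; 0% = buffer negative control and 100% = Enniatin B positive control; higher means more Nile Red kept so more efflux inhibition; some compounds called inactive have numbers as strong as hits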
An asterisk follows results filed as active; ? = inconclusive; . = no result given; & = joins results of further samples.

SMILES	PREPL inh	CTSL1 counter	GASC-1 inh	LYPLA2 inh	PP5 primary	PP1 inh	core dimer inh	TPT1 inh	Efflux pump inh
CCN(C(=O)CSc1nnc(C(C)N(C)C)n1-c1ccc(F)cc1)C1CCS(=O)(=O)C1 (stereo not given)	2.0	.	.	-4.8	0.8	-5.8	.	.	0.0
CCC(CO)n1c(SCc2cc([N+](=O)[O-])cc3c2OCOC3)nc2ccccc2c1=O (stereo not given)	13.1	-5.6	5.4	-1.0	2.3	2.9	7.5	-1.3	-0.2
COc1ccc(-c2cn(-c3ccc(Br)cc3)c3[n+]2CCS3)cc1	22.3	0.3	4.1	1.6	-2.7	-6.1	-6.0	3.1	0.2
CCSc1ccc(-c2nn(-c3ccccc3)cc2/C=C(/C#N)C(=O)NC)cc1	15.0	-3.3	-2.4	-9.8	2.6	-0.3	7.1	4.2	0.2
CC(C)(C)N1[C@@H](CC(=O)O)c2cc(C(F)(F)F)ccc2S1(=O)=O	11.0	-3.6	3.8	9.2	3.4	3.4	-6.7	-3.4	.
Cc1ccc(C(=O)COC(=O)c2cc(Cl)nc3ccccc23)cc1C	2.1	-0.3	6.8	1.1	5.5	2.1	2.9	-0.7	0.0
CCC(C(=O)NCc1ccc(F)cc1)N(Cc1ccco1)C(=O)c1snc(C(N)=O)c1N (stereo not given)	3.3	1.6	39.0	-3.5	2.2	1.8	9.5	-3.4	0.0
COc1ccc(-n2nc(C(=O)NCC(=O)NCCCN3CCC(C)CC3)c3ccccc3c2=O)cc1Cl	21.9	0.9	-37.9	15.9	-1.6	2.2	-7.1	-5.9	-0.1
Cc1cc(C)n(-c2ccc(C(=O)O)cc2[N+](=O)[O-])n1	1.7	3.5	-21.1	0.1	-1.2	-3.1	5.3	-3.6	0.1
Cc1cc(C(=O)CCC(=O)NC(C)c2ccc(S(N)(=O)=O)cc2)c(C)s1 (stereo not given)	11.5	5.7	8.2	-6.5	-0.8	-2.3	-0.6	-0.6	-0.1
COc1ccccc1NS(=O)(=O)c1ccc(Br)s1	-12.1	-3.0	1.1	0.6	1.1	1.0	-3.8	5.3	-0.1
CN1CCc2nc3sc(C(=O)NCc4ccccc4)c(N)c3cc2C1	32.2	-0.5	9.0	3.1	3.4	2.4	-11.7	2.9	0.0
Cc1cc(Br)ccc1NC(=O)CNC(=O)Cc1ccc(S(=O)(=O)N2CCOCC2)s1	10.3	-5.2	-11.0	-2.7	2.6	-11.7	1.0	1.1	0.3
Cc1nc(NCCc2ccc(Cl)cc2)c2nnn(Cc3ccccc3)c2n1	0.4	-1.0	4.3	0.9	-0.1	-2.3	1.6	-2.5	-0.2
COc1ccc(/C=C/C(=O)OCn2c(SC)nnc(C)c2=O)cc1OC	4.7	-8.3	5.7	9.9	0.6	-1.0	0.4	-1.0	-0.2
CC(C)CCn1cnc2c1c(=O)n(C)c(=O)n2C	-1.7	-1.5	1.6&4.6	1.9	0.9	-3.1	-2.1	-4.8	-0.1
COc1nc(-c2ccccc2)nc(C)c1CC(=O)O	-2.5	-5.7	-0.4	3.4	-0.4	-1.8	1.2	0.0	0.1
CC(NCCC1(Cc2ccccc2Cl)CCOC(C)(C)C1)c1cccs1 (stereo not given)	-67.7	4.9	-1.0	-0.2	-1.7	-3.0	-2.5	-0.1	0.0
CC(=O)Nc1ccc(S(=O)(=O)Nc2nc3ccccc3nc2N2CCCCCC2)cc1	-4.2	-0.5	4.6	-0.8	2.0	0.8	-0.7	-1.2	0.3
C=CCN1C(=O)c2ccc(C(=O)N(CC)CC(=O)Nc3c(F)cccc3F)cc2C1=O	-1.2	-0.9	-3.6	4.0	-0.6	-0.5	0.5	1.4	0.0
CN(C)c1ccc(C(=O)Nc2ccc(S(=O)(=O)Nc3nccs3)cc2)cc1	8.7	2.5	3.3	0.3	1.0	1.5	0.3	-0.5	0.1
COc1ccc(N2CC(C(=O)Nc3ccccc3C(=O)NC3CC3)CC2=O)cc1 (stereo not given)	-0.5	-2.2	12.7	11.4	1.3	3.1	-6.2	-2.0	-0.5
CCc1nc2ccccc2n1CCc1ccccc1	-6.0	-0.2	-8.8	-0.6	-2.3	-4.8	2.2	-2.3	-0.1
CCCOC(=O)c1cc(-c2ccc(C=O)o2)ccc1Cl	-2.8	-0.5	-8.6	-0.7	0.1	-1.3	4.1	1.1	-7.4
Oc1c(Br)cc(Br)c(/C=N/n2c(-c3ccccc3)n[nH]c2=S)c1Br	-8.4	2.9	7.5	5.5	4.4	10.2	16.4	-1.1	0.1
CCc1ccc(CN(C)CCc2ccccn2)cc1	2.9	0.2	3.6	-3.7	2.2	0.4	-3.2	2.3	-0.2
COc1cccc(C(=O)Nc2nnc(C3CCCO3)s2)c1 (stereo not given)	15.1	4.7	0.0	6.7	2.1	-1.2	6.8	-1.6	0.1
COc1ccc(-c2csc(NC(=O)c3ccccc3NS(=O)(=O)c3ccc(C)cc3)n2)cc1	21.4	-3.3	?	13.0	4.5	12.6	17.1	-0.6	-0.2
COc1ccc(S(=O)(=O)N2CCN(c3ccc(F)cc3)CC2)cc1OC	-27.3	2.0	8.3	5.1	-0.2	0.5	1.9	-3.4	0.0
CCc1cc2c(N3CCCCC3)ncnc2s1	1.3	0.5	5.3	-1.1	0.9	-1.9	2.6	0.1	0.2

Shown with bars between the fields: 3 of the compounds above.
SMILES | PREPL inh | CTSL1 counter | GASC-1 inh | LYPLA2 inh | PP5 primary | PP1 inh | core dimer inh | TPT1 inh | Efflux pump inh
CN(C)c1ccc(C(=O)Nc2ccc(S(=O)(=O)Nc3nccs3)cc2)cc1 | 8.7 | 2.5 | 3.3 | 0.3 | 1.0 | 1.5 | 0.3 | -0.5 | 0.1
CCCOC(=O)c1cc(-c2ccc(C=O)o2)ccc1Cl | -2.8 | -0.5 | -8.6 | -0.7 | 0.1 | -1.3 | 4.1 | 1.1 | -7.4
CCc1nc2ccccc2n1CCc1ccccc1 | -6.0 | -0.2 | -8.8 | -0.6 | -2.3 | -4.8 | 2.2 | -2.3 | -0.1

Continuation.
SMILES	PREPL inh	CTSL1 counter	GASC-1 inh	LYPLA2 inh	PP5 primary	PP1 inh	core dimer inh	TPT1 inh	Efflux pump inh
Cc1noc(C)c1CSc1ncnc2ccccc12	11.3	-5.8	-27.4	12.3	2.3	2.9	-1.4	-0.2	-0.1
CCC(C)(C)NC(=O)C(c1ccc(OC)cc1)N(C(=O)CCC(=O)Nc1cc(C)on1)c1ccc2c(c1)OCCO2 (stereo not given)	-0.1	-0.4	3.2	2.5	1.6	-0.6	5.3	-4.0	0.4
COc1ccccc1CNCC(O)(c1ccc(F)cc1)c1ccc(F)cc1	-2.1	-0.6	3.9	0.7	1.3	-1.6	2.9	-1.7	0.2
CC(=O)c1ccccc1NS(=O)(=O)c1ccccc1Cl	-4.5	-4.5	8.6	-3.4	2.2	0.8	-2.2	-2.5	-0.1
C/C=C(\C)C(=O)Nc1cccc(C2=NOC3(C2)C[C@@H](C(N)=O)N(C(=O)c2ccccc2C(=O)c2ccccc2)C3)c1 (stereo not given in full)	-2.0	2.7	-0.6	-5.0	-0.9	-3.0	6.3	4.2	-0.1
C=CCN(c1ccccc1)S(=O)(=O)c1cccc(C(=O)Nc2cc(C)ccn2)c1	1.2	3.8	3.1	-3.1	0.8	8.3	-10.7	-1.5	0.0
Cc1ccc(P(=O)(O)c2ccc(C)cc2)cc1	-1.1	-0.4	-4.8	-1.9	0.1	3.5	-8.4	0.0	-0.1
CC(=O)Nc1ccc(/C=N/NC(=O)CNS(=O)(=O)c2ccccc2)cc1	-8.3	-1.2	4.5	-0.8	1.7	-7.8	-13.2	-1.0	0.0
COc1cc(/C=C/C(=O)O)ccc1OS(=O)(=O)c1c(C)c(C)cc(C)c1C	-10.3	.	4.0	0.5	4.0	6.8	.	.	-0.1
CC(NC(=O)CSc1nc2c(c(C(F)(F)F)n1)CCc1ccccc1-2)c1ccccc1 (stereo not given)	6.0	5.7	-2.8	11.2	-1.3	0.9	17.8	-2.7	0.0
CC1=C(C(=O)OCC2CCCO2)C(c2ccccc2)C2=C(CCCC2=O)N1 (stereo not given)	-3.6	-0.5	9.7	-6.0	3.0	-2.5	4.4	-0.8	0.6
COCCNC(=O)c1cnn2c1NC(c1ccco1)CC2C(F)(F)F (stereo not given)	-4.5	1.5	6.1	4.8	-0.1	-3.1	-8.9	-9.6	-0.4
O=C(Nc1ccccc1)O/N=C/c1ccncc1	1.8	1.0	8.3	-2.5	1.8	-3.2	-0.4	-2.1	0.0
COc1ccc(/C=C/C(=O)OCc2nc3ccccc3c(=O)[nH]2)c(OC)c1	-10.4	0.0	1.0	-1.2	-1.5	0.8	4.2	1.0	0.0
Cc1ccc(C(=O)n2c(N)nc3ccccc32)cc1	-1.7	1.0	-19.5	-1.8	-0.4	3.9	-1.8	2.3	0.0
Nc1nonc1C(=O)NCCNC(=O)c1cccs1	-3.1	-4.0	-0.2	0.2	0.1	-1.9	-2.8	-2.8	-0.1
O=C(N/N=C1\CC(c2ccccc2)Oc2ccccc21)c1cccnc1 (stereo not given)	-9.4	-5.0	-11.1	1.9	3.5	0.1	2.3	-0.5	0.0
Cc1cccc(Cn2nnc3ccccc32)c1O	-2.0	1.4	3.1	-1.7	1.0	-4.8	-8.5	2.3	0.2
CN=C1SC(CC(=O)Nc2ccccc2F)C(=O)N1C (stereo not given)	-2.7	0.1	-0.3	-1.9	1.2	-0.6	-3.9	0.2	0.0
COc1cc(CN(C)Cc2ccccc2)cc(OC)c1O	-3.7	-1.6	2.1	-4.3	-1.5	-4.8	-3.5	0.4	0.0
CC(C)CN(C(=O)COC(=O)CSc1ccc([N+](=O)[O-])cc1)C1CCS(=O)(=O)C1 (stereo not given)	25.8	0.5	-3.3	1.5	-1.2	-3.0	-1.5	2.5	-0.1
C=CCOn1c(=O)c(-c2ccc(C)cc2)[n+]([O-])c2ccccc21	-6.6	0.1	1.7	-1.7	0.7	1.8	1.7	1.6	-0.1
Cc1cccc(N2CCN(S(=O)(=O)c3ccc(-c4coc(C)n4)cc3)CC2C)c1 (stereo not given)	-3.6	-3.9	-0.1	0.0	-1.1	-5.4	10.0	-2.6	0.0
CC(C)N(C(=S)Nc1cc(S(=O)(=O)N2CCOCC2)ccc1Cl)c1ccccc1	-0.5	-3.0	-14.2	7.5	0.5	-3.6	-0.5	0.5	0.0
CC(=O)NCCC1CCN(C(=O)C2CCC(=O)N(C3CCCC3)C2)CC1 (stereo not given)	-0.3	-1.8	-5.3	-3.2	0.3	-1.4	2.7	2.2	0.0
Cc1ccnc(NC(=O)C2CCN(S(=O)(=O)c3cccc4nonc34)CC2)c1	-4.9	2.1	-15.5	-0.7	3.9	-2.8	-2.9	-0.2	0.2
Cc1cccc(N(CC(=O)NCCSCc2ccccc2)S(C)(=O)=O)c1	16.3	-1.5	-29.4	0.1	1.3	2.1	-4.8	-0.9	0.0
CC1SC(C)C(=O)N(CC(=O)Nc2ccc3c(c2)OCO3)C1=O (stereo not given)	3.3	0.7	-0.6	8.8	1.8	-3.2	2.4	-1.1	0.1
OCCNc1nc(Nc2cc(Cl)ccc2OC2CCCC2)nc(N2CCCC2)n1	4.7	-1.4	-2.2	-6.0	5.8	0.9	-43.5	-0.5	0.1
CCN(Cc1ccccc1)C(=O)c1c(-c2ccccc2Cl)noc1C	2.6	4.1	-5.7	0.3	-3.5	2.6	6.1	2.2	0.0
O=C1OC(c2ccccc2)=C/C1=C/N1CCOCC1	19.4	2.3	6.2	5.6	2.5	-1.6	-6.4	3.4	0.3

Screens: PubChem BioAssay, several laboratories

Only part of the results is shown; rates above refer to the full screens.
